Screening results as filed in PubChem.
C8 TRAIL sens – caspase-8 TRAIL sensitization. NB7+C8 cells + TRAIL, ATPlite viability luminescence. inhibition (viability loss, TRAIL sensitization), % at 10 µM. 1% of 360,000 active;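 active means compounds causing at least 50% loss of cell viability in the single-dose screen, relative to plate controls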
CF NFkB block – blocks PAF-induced NF-kB reporter in cystic fibrosis cells | KKLEB NF-kB-GFP reporter, GFP fluorescence overnight | inhibition, % at 5 µM | 0.86% of 360,000 active | AID 588850;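 active means at least 50% inhibition at 5 µM, scaled per plate between neutral and stimulator controls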;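 further: PAF is a Pseudomonas aeruginosa culture filtrate used as stimulus; plate controls were PAF-stimulated DMSO wells for no effect and unstimulated DMSO wells for full effect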
LRH-1 inv ag – NR5A2 inverse agonism in reporter assay | HEK293T StAR-luciferase reporter, LRH-1 transfected, 24 h | inhibition, % at 3.6 µM | 0.13% of 360,000 active | AID 602396;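 active means inhibition above the mean inhibition of all tested compounds plus 3 SD, cut at about 73% in these data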;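 further: 0% = DMSO wells and 100% = reporter-only cells lacking LRH-1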
EBV LMP1 NFkB – reduces LMP1-driven NF-kappaB luciferase signal; LMP1-induced NF-kappaB luciferase reporter cells, luminescence; AID 504558; 0.69% of 350,000 active; inhibition, % at 12.5 µM; in the data active means inhibition above about 41%;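 further: 0% = neutral control wells and 100% = reference inhibitor control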
TWEAK-Fn14 inh – blocks TWEAK-Fn14 interaction in a reporter cell assay | 2% of 360,000 active | inhibition, % at 10 µM | TWEAK-stimulated Fn14 reporter cells, luciferase luminescence, 8 h; in the data active means inhibition above about 50%
COUP-TFII inh – blocks human COUP-TFII nuclear receptor; P24468; HEK293T NGFI-A luciferase reporter, luminescence; inhibition, % at 8.6 µM; 0.7% of 370,000 active;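 active means inhibition above a per-plate cutoff, mean inhibition of test wells between control levels plus 3 SD, cut at about 38% in these data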;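 further: cells cotransfected with COUP-TFII expression vector driving the NGFI-A reporter; 0% = median of COUP-TF2 test wells and 100% = reporter-only cells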
KKLEB cytotox – counter-screen for CF NF-kB inhibitors: cytotoxicity; KKLEB CF airway cells viability, ATPlite luminescence, overnight; hits give low values; cells stimulated with P. aeruginosa culture filtrate; activity change (cytotoxicity), % at 5 µM; 0.36% of 360,000 active;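 active means corrected activity change at or below -50% at 5 µM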
SRC2 inh – human SRC2 (NCOA2) inhibition. Q15596. HEK293 GAL4-SRC2 luciferase reporter, luminescence. inhibition, % at 9 µM. 0.17% of 370,000 active;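 active means inhibition above the mean inhibition of all tested compounds plus 3 SD, set per campaign, cut at about 52% in these data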;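 further: 0% = DMSO treated cells and 100% = cells given Gossypol at 36 µM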
NCOA1 inh – inhibitors of human steroid receptor coactivator 1 (SRC1) | HEK293 GAL4-SRC1 luciferase reporter, luminescence | inhibition, % at 3.6 µM | 0.12% of 360,000 active;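 active means inhibition above the campaign mean plus 3 SD, with each screening campaign given its own cutoff, cut at about 60% in these data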;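 further: 0% = DMSO treated cells and 100% = gossypol at 36 µM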
TROY NFkB inh – blocks TROY-dependent signaling in reporter cells; Q293 LMP1-TROYcd NF-kB luciferase reporter, 4 h; inhibition, % at 10 µM; 0.98% of 360,000 active; AID 1347056;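 active means compounds whose plate-normalised and pattern-corrected inhibition of the luciferase reporter signal at the single screening dose is 50% or more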
NCOA3 inh – human NCOA3 inhibition; Q9Y6Q9; HEK293 GAL4-SRC3 luciferase reporter, luminescence; inhibition, % at 3.6 µM; 0.17% of 360,000 active;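 active means inhibition above a per-campaign cutoff, the mean of all compounds plus 3 SD, cut at about 60% in these data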;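 further: 0% = DMSO-treated cells and 100% = gossypol-treated cells at 36 µM; higher means less SRC3-driven luciferase light from the GAL4 reporter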
Target sequence (Q9Y6Q9 whole entry, looked up, the tested form may be a part): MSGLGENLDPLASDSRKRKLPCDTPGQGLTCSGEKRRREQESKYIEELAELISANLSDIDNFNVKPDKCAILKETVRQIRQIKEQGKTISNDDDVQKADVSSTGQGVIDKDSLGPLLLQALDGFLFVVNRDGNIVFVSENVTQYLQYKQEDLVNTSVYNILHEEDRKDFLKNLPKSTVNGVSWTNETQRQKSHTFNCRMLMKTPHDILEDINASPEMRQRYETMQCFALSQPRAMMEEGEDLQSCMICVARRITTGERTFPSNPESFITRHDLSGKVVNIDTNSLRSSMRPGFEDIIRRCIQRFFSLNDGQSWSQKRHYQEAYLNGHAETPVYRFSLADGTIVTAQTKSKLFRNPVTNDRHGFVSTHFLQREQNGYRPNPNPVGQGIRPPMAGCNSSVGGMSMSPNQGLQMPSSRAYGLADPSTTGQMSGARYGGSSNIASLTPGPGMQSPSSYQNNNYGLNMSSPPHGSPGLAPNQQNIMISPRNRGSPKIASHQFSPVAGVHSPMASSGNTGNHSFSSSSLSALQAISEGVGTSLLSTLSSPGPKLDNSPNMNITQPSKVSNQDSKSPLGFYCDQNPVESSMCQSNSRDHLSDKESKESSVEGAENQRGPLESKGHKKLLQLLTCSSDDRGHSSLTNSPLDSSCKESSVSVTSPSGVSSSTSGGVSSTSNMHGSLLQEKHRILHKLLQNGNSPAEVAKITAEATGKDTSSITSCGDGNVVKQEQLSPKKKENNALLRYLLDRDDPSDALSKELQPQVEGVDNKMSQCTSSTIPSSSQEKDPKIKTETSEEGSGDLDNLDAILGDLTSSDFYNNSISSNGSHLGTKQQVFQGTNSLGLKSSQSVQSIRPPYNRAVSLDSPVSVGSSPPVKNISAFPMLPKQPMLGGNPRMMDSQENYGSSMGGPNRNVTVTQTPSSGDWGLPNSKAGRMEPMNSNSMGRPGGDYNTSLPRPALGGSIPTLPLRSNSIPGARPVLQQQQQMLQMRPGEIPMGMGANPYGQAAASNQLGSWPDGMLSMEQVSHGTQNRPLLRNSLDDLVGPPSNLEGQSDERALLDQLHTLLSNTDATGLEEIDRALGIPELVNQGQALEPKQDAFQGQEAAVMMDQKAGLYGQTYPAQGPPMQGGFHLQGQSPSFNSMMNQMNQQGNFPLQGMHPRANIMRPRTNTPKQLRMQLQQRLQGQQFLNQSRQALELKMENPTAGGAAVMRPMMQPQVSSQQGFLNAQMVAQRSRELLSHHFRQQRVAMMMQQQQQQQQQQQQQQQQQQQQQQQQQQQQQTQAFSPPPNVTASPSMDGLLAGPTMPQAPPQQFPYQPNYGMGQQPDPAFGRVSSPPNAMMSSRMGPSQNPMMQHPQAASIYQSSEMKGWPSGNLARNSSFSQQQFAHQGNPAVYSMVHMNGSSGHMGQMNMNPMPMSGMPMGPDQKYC
An asterisk follows results filed as active; nt = not tested or not shown.

1: COc1ccc(Cl)cc1NC(=O)CCn1c(=O)oc2ccccc21
2: O=C(O)c1cc(=O)c2c(Cl)cc(Cl)cc2[nH]1
3: COc1ccc(OC)c(S(=O)(=O)N(C)CC(=O)N2CCCCC2)c1
4: COc1ccc(C(=S)N2CCCC2)cc1Br
5: COc1ccc(N2C(S)=C(C#N)C(=O)NC2c2ccc(OC)c(OC)c2)cc1 (centres undefined)
6: O=C(CCC(=O)c1cccs1)NCc1ccc(Cl)cc1
7: CC(C)N(C(=O)COC(=O)c1cccc(S(=O)(=O)N2CC3(C)CC2CC(C)(C)C3)c1)C(C)C (centres undefined)
8: CCCCN(C)CCNC(=O)c1nn(-c2ccc(OC)cc2)c(=O)c2c1c1ccccc1n2C

Assay by compound,1,2,3,4,5,6,7,8
C8 TRAIL sens,-17,8,-4,-6,19,-17,-2,0
CF NFkB block,-36,9,-22,8,-5,6,1,5
LRH-1 inv ag,10,-13,14,-4,-19,14,7,-15
EBV LMP1 NFkB,-2,-6,-5,8,-5,8,7,-34
TWEAK-Fn14 inh,-16,-4,6,26,-4,-12,-13,-12
COUP-TFII inh,-12,14,7,-8,-12,-12,-2,-6
KKLEB cytotox,9,3,-5,-4,-8,-10,-16,-3
SRC2 inh,-12,11,6,6,12,-28,6,-6
NCOA1 inh,0,-8,-7,-14,-4,-3,16,-17
TROY NFkB inh,6,4,-6,-6,-18,-31,8,-3
NCOA3 inh,-4,-9,12,-3,4,6,12,-25

Copied from the listing (3 entries):
1: COc1ccc(Cl)cc1NC(=O)CCn1c(=O)oc2ccccc21
2: O=C(O)c1cc(=O)c2c(Cl)cc(Cl)cc2[nH]1
3: COc1ccc(OC)c(S(=O)(=O)N(C)CC(=O)N2CCCCC2)c1

Assay by compound,1,2,3
C8 TRAIL sens,-17,8,-4
CF NFkB block,-36,9,-22
LRH-1 inv ag,10,-13,14
EBV LMP1 NFkB,-2,-6,-5
TWEAK-Fn14 inh,-16,-4,6
COUP-TFII inh,-12,14,7
KKLEB cytotox,9,3,-5
SRC2 inh,-12,11,6
NCOA1 inh,0,-8,-7
TROY NFkB inh,6,4,-6
NCOA3 inh,-4,-9,12

More entries follow.
9: COc1cc(Br)cc(/C=N/NC(=O)Cc2ccc(C(F)(F)F)cc2[N+](=O)[O-])c1O
10: N#Cc1cnn(-c2nc3sc4c(c3c(=O)[nH]2)CCCC4)c1N
11: Cc1ccc(-c2csnn2)cc1
12: O=[N+]([O-])c1cc(-c2nnc(C34CC5CC(CC(C5)C3)C4)o2)cc([N+](=O)[O-])c1
13: CCN(CC)C(=O)C1=C(C)N(Cc2ccc(OC)cc2)C(=O)C(CC(=O)NC2CCCCC2)C1 (centres undefined)
14: CN(NC(=S)Nc1ccc(OC(F)F)cc1)C(=S)Nc1ccc(OC(F)F)cc1
15: COCCNC(=S)N/N=C(\C)c1ccc(Cl)s1
16: CCCCN(C(=O)C1CC(=O)N(c2ccc3c(c2)OCCO3)C1)c1c(N)n(CCCC)c(=O)[nH]c1=O (centres undefined)

Assay by compound,9,10,11,12,13,14,15,16
C8 TRAIL sens,44,42,-8,-4,-11,-4,2,13
CF NFkB block,-5,0,-10,5,-15,12,-2,-8
LRH-1 inv ag,-5,-2,0,-8,-3,6,18,-1
EBV LMP1 NFkB,21,2,2,-26,39,14,-5,2
TWEAK-Fn14 inh,-5,-4,-25,10,11,7,-21,1
COUP-TFII inh,1,11,12,11,7,-6,11,7
KKLEB cytotox,6,-23,-8,7,5,0,-1,-4
SRC2 inh,-25,-43,-14,13,-55,22,11,-6
NCOA1 inh,5,2,3,-13,-19,-5,-35,6
TROY NFkB inh,30,-26,-7,-37,12,4,-5,6
NCOA3 inh,28,4,21,0,5,-3,28,9

17: COC(=O)C1=NN(C(=O)c2ccc(Cl)cc2)C(O)(c2ccccc2)C1 (centres undefined)
18: CCCN(CCC)Cc1c(C(=O)N/N=C/c2ccc(C)o2)nnn1-c1nonc1N
19: CN1CCN(C(=O)CNC(=O)C23CC4CC(CC(C4)C2)C3)CC1
20: Cc1ccc(Cl)c(OCC(=O)Nc2ccccc2N2CCCCC2)c1
21: COC(=O)C1CCN(c2cc(=O)n(Cc3ccc(F)cc3)c(=O)[nH]2)CC1
22: Cc1cccc(Nc2nc(-c3c(C)nc4ccccn34)cs2)c1
23: CCN(CCCNC(=O)C1CCN(S(=O)(=O)c2cccc3nonc23)CC1)Cc1ccccc1
24: COc1cc(C2C(C#N)=C(N)N(c3ccc(F)cc3)C3=C2S(=O)(=O)CC3)ccc1O (centres undefined)

Assay by compound,17,18,19,20,21,22,23,24
C8 TRAIL sens,-5,-2,-2,13,10,13,-4,3
CF NFkB block,20,13,-17,-2,9,3,1,-3
LRH-1 inv ag,-24,-6,11,-3,5,18,2,1
EBV LMP1 NFkB,5,0,-1,-2,-10,21,-2,0
TWEAK-Fn14 inh,12,-13,0,-6,6,66*,-8,-3
COUP-TFII inh,-16,-3,1,8,8,53*,6,-4
KKLEB cytotox,-2,1,-6,7,-7,-5,-12,11
SRC2 inh,-20,-6,-2,1,9,8,-9,6
NCOA1 inh,4,16,-3,0,2,11,-11,-15
TROY NFkB inh,-10,-8,5,16,7,41,7,17
NCOA3 inh,-17,-14,-3,-8,-2,37,-9,17

25: N#CC1=C(N)SC(N)=C(C#N)C1c1ccnc2ccccc12
26: CC1CCc2nn(CC(=O)NCCCN3CCOCC3)cc2C1 (centres undefined)
27: O=c1[nH]c2ccc(NS(=O)(=O)c3ccc([N+](=O)[O-])cc3)cc2[nH]1
28: O=C(CSc1nnc(COc2ccc(Cl)cc2)o1)N1CCCCC1
29: O=C(Cn1cc(C(F)(F)F)ccc1=O)N/N=C/c1ccc(O)cc1
30: O=C(Nc1ccc2c(c1)CCC2)c1c(F)cccc1Cl
31: CCOc1ccccc1-c1nc(CN2CCCN(C(=O)c3ccco3)CC2)c(C)o1
32: CC(=O)Oc1cccc(N2C(=O)c3ccc(C(=O)O)cc3C2=O)c1

Assay by compound,25,26,27,28,29,30,31,32
C8 TRAIL sens,-14,-9,-1,1,4,7,-6,-10
CF NFkB block,-7,5,-30,8,-14,-10,-11,1
LRH-1 inv ag,-12,-4,6,1,3,-94,-10,-11
EBV LMP1 NFkB,4,0,6,-8,-6,-46,-5,-4
TWEAK-Fn14 inh,26,11,8,-6,41,-20,14,2
COUP-TFII inh,-4,11,1,11,7,-48,-11,8
KKLEB cytotox,3,0,14,8,13,12,6,1
SRC2 inh,19,-23,-34,-19,22,-42,-15,-13
NCOA1 inh,-12,-10,-5,-10,-4,-93,-9,1
TROY NFkB inh,13,-12,12,6,0,-71,8,9
NCOA3 inh,0,4,17,-13,12,-102,2,-12

Reprinted from the part before: four compounds, followed by the next part.
29: O=C(Cn1cc(C(F)(F)F)ccc1=O)N/N=C/c1ccc(O)cc1
30: O=C(Nc1ccc2c(c1)CCC2)c1c(F)cccc1Cl
31: CCOc1ccccc1-c1nc(CN2CCCN(C(=O)c3ccco3)CC2)c(C)o1
32: CC(=O)Oc1cccc(N2C(=O)c3ccc(C(=O)O)cc3C2=O)c1
33: COc1ccc(NC(=O)CN(C)C(=O)c2n[nH]c3ccccc23)cc1
34: CCCCCCCCCCCCCC(=O)O
35: O=C(Nc1ccccc1)c1sc(N2CCOCC2)nc1-c1ccccc1
36: Cc1cccc(NC(=S)N(C)C2CCCCC2)c1
37: CN(C)C(=O)c1ccc(NC(=O)COC(=O)c2cc(S(=O)(=O)N(C)C)ccc2N2CCCC2)cc1
38: O=C(Cc1cccs1)N(Cc1ccco1)C1(C(=O)NC2CCCC2)CCCCC1
39: CCOC(=O)C1CCCN(S(=O)(=O)c2cc3[nH]c(=O)c(=O)[nH]c3cc2C)C1 (centres undefined)
40: CCN(CC)CCNC(=O)C1CCN(S(=O)(=O)N2CCCCC2)CC1

Assay by compound,29,30,31,32,33,34,35,36,37,38,39,40
C8 TRAIL sens,4,7,-6,-10,22,17,-15,-2,-3,6,5,8
CF NFkB block,-14,-10,-11,1,-28,12,-8,-7,-24,-15,32,27
LRH-1 inv ag,3,-94,-10,-11,-56,3,-12,-9,8,16,-10,24
EBV LMP1 NFkB,-6,-46,-5,-4,0,-1,-6,-5,1,5,5,6
TWEAK-Fn14 inh,41,-20,14,2,-18,-12,-1,12,-23,-3,-13,0
COUP-TFII inh,7,-48,-11,8,-11,13,10,4,2,-5,9,1
KKLEB cytotox,13,12,6,1,-12,-15,0,0,22,10,-10,3
SRC2 inh,22,-42,-15,-13,-74,6,6,-5,-14,-30,1,-5
NCOA1 inh,-4,-93,-9,1,-27,18,-7,-21,-13,17,-16,-10
TROY NFkB inh,0,-71,8,9,-57,-2,-8,19,14,-47,16,15
NCOA3 inh,12,-102,2,-12,-12,19,15,3,-9,11,-6,9

41: C/C(=N\Nc1ccc(C(=O)O)cc1)c1ccc(S(=O)(=O)NCc2ccco2)cc1
42: CC(C)C1Nc2ccc(C(=O)N3CCN(c4ccccn4)CC3)cc2NC1=O (centres undefined)
43: O=C(CSc1ccc(Cl)cc1)c1ccco1
44: Clc1ccccc1OCCCCN1CCCCC1
45: O=C1OC(/C(=C\Nc2ccc(F)cc2F)[N+](=O)[O-])c2ccccc21 (centres undefined)
46: CCN(c1ccccc1)S(=O)(=O)c1ccc(NC(=O)c2nc(S(C)(=O)=O)ncc2Cl)cc1
47: COc1ccc(CCN=C(N)NS(=O)(=O)c2ccc(F)cc2)cc1OC
48: COc1cc2c(cc1OC)CN(C(=O)CSc1n[nH]c(N)n1)CC2

Assay by compound,41,42,43,44,45,46,47,48
C8 TRAIL sens,-12,-10,-5,-10,-4,91*,-18,-16
CF NFkB block,2,-21,-16,0,10,102*,3,2
LRH-1 inv ag,-38,-17,-61,-9,3,-42,17,25
EBV LMP1 NFkB,-16,3,1,10,38,2,3,8
TWEAK-Fn14 inh,-2,2,3,6,51*,88*,3,-6
COUP-TFII inh,-28,11,nt,-2,-41,nt,5,7
KKLEB cytotox,5,14,7,5,-9,-101*,-3,-7
SRC2 inh,2,-3,nt,-8,19,nt,8,-23
NCOA1 inh,-17,8,-20,5,-19,-92,14,1
TROY NFkB inh,-21,11,-27,3,0,70*,12,9
NCOA3 inh,7,-14,-29,6,2,-71,11,5

49: O=C(CCc1ccccc1)Nc1ncc([N+](=O)[O-])s1
50: CCOC(=O)N1CCN(c2c(NCCN3CCCCC3CC)c(=O)c2=O)CC1 (centres undefined)
51: CCOC(=O)C1CCCN(C(=O)c2cn(-c3ccccc3)nc2-c2cccnc2)C1 (centres undefined)
52: C=C(C)Cn1c(NCCOC)nc2c1c(=O)[nH]c(=O)n2C
53: CC1CCN(Cc2nnnn2CCCC(=O)NC(c2ccccn2)C(F)(F)F)CC1 (centres undefined)

Assay by compound,49,50,51,52,53
C8 TRAIL sens,7,5,-9,0,4
CF NFkB block,-14,-34,-42,-8,-9
LRH-1 inv ag,-128,-5,19,-15,6
EBV LMP1 NFkB,-33,-4,-1,-4,0
TWEAK-Fn14 inh,0,9,2,1,-16
COUP-TFII inh,2,-2,20,-9,-19
KKLEB cytotox,-9,4,28,-6,28
SRC2 inh,-59,1,12,-20,-31
NCOA1 inh,-105,-6,3,12,-2
TROY NFkB inh,41,-14,9,15,-3
NCOA3 inh,-42,-5,-14,2,4
